Screening results (PubChem)
IL1B secr inh: inhibitors of inflammasome signaling (IL-1 beta secretion). activity change, % at 57.5 µM. 4.7% of 360,000 active. THP-1 LPS/ATP IL-1B secretion, AlphaLISA, 16 h; active compounds read low; in the data active = activity change below about -50%; inconclusive = mostly about -30% to -49%; also: % is scaled to controls: 0 for no effect and ±100 for the full control effect
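THP-1 cells pretreated 1 hr with compounds (up to 57.5 uM final), then stimulated with LPS (250 ng/mL final) plus ATP (1.25 mM final); secreted IL-1B measured by AlphaLISA after 16 hr, decreased signal indicating inhibition.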
ATXN2 expr inh: inhibitors of ATXN2 expression | HEK-293 ATXN2-luciferase reporter, luminescence, 24 h | Potency, µM (series often up to 57 µM), inactives show top-dose activity change, negative = inhibition, most hits filed as inhibitors | 0.72% of 360,000 active; also: potency is read from the fitted curve at half-maximal effect; % is scaled to controls: 0 for no effect and ±100 for the full control effect; nearly all actives have a fitted effect of over 55% in size
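qHTS (up to 57 uM final) was run with 24 h compound exposure of reporter cells at 37 °C. Each well was multiplexed: SteadyGlo luminescence measured ATXN2-luciferase expression after a fluorogenic Gly-Phe-AFC viability readout (25 uM final).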
ATXN viability: reduces viability in counter-screen for ATXN expression inhibitors; S2 cells (HEK-293 line with an ATXN2-luciferase reporter) viability, CellTiter-Fluor protease fluorescence, 24 h; Potency, µM (series often up to 56.7 µM), hits mostly cytotoxic; 0.49% of 400,000 active; also: potency is read from the fitted curve at half-maximal effect; nearly all actives have a fitted effect of over 40% in size
KB-3-1 cytotox: KB-3-1 parental cell cytotoxicity; KB-3-1 viability, CellTiter-Glo ATP luminescence, 72 h; Potency, µM (series often up to 46.1 µM), for inactives: at the top dose activity change, negative = cytotoxic, actives largely listed as cytotoxic; 1.4% of 400,000 active; AID 1347075; also: potency is read from the fitted curve at half-maximal effect; % is scaled to controls: 0 for no effect and ±100 for the full control effect; nearly all actives have a fitted effect of over 60% in size
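Screening of KB-3-1 cells (DMEM, 10% FBS, phenol-red free) ran from lowest to highest compound concentration; after 72 h at 37 °C viability was read luminescently and curves fitted.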
HT1080NT lethal: kills 2HG-producing HT-1080-NT fibrosarcoma cells; HT-1080-NT fibrosarcoma viability, CellTiter-Glo ATP luminescence, 48 h; Potency, µM (highest dose often 46.1 µM), inactives show at the top dose activity, negative = less viability, most hits filed as cytotoxic; 1.6% of 360,000 active;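 also: NT is the 2HG producing partner of a matched IDH1 knockdown line; potency is read from the fitted curve at half-maximal effect; 0% = DMSO-treated cells and -100% = media-only wells without cells; nearly all actives have a fitted effect of over 55% in size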
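Viability of the 2HG-overproducing fibrosarcoma line after 48 hours of compound exposure at 37 degrees C was determined by luminescence with CellTiter-Glo, and concentration-effect curves were then fitted and categorized.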
MCF10A rerep: inducers of DNA re-replication in MCF 10A breast cells; 2.9% of 350,000 active; Potency, µM (highest dose often 46.1 µM), inactives show at the highest dose activity, positive = re-replication, actives largely listed as activators; MCF 10A DNA re-replication, Hoechst nuclear intensity, 48 h; AID 624296; also: potency is read from the fitted curve at half-maximal effect; % of control where 0% means no effect; nearly all actives have a fitted effect of over 50% in size
HT1080 IDH1KD tx: toxicity to HT-1080 IDH1 knockdown cells (counter line) | Potency, µM (titrated, usually from 46.1 µM), for inactives: at the top dose activity, negative = toxicity, most hits filed as cytotoxic | HT-1080 IDH1 knockdown viability, ATP luminescence, 48 h | 2% of 360,000 active;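 also: potency is read from the fitted curve at half-maximal effect; 0% = DMSO wells and -100% = cell-free medium wells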
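HT-1080-IDH1KD cells (IDH1 knocked down), 750/well in RPMI with 5% FBS, treated with compound 48 h at 37 degrees C. Viability by CellTiter-Glo luminescence, normalised to DMSO and no-cell wells; concentration-response curves classed.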
HepG2 viability: counter-screen for TGF-b inhibitors: cytotoxicity in HepG2 cells | Potency, µM (series often up to 46.1 µM), without a hit: at the highest dose activity change, negative = cytotoxicity, hits mostly cytotoxic | 0.76% of 410,000 active | AID 588856 | HepG2 CAGA-GFP viability, ATP luminescence, 18 h; also: potency is read from the fitted curve at half-maximal effect; some results filed as inactive show a strong effect at the top dose
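HepG2 CAGA-GFP cells (1000/well, DMEM with 1% FBS) received compound, then TGF-beta at 500 pg/mL final, and were incubated 18 hours at 37 degrees C. Viability was read by CellTiter-Glo luminescence. Media-only wells were set as complete cell-killing and DMSO as no toxicity.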
SW480 rereplic: induces DNA re-replication in SW480 colon adenocarcinoma cells; SW480 DNA re-replication, Hoechst DNA content imaging, 48 h; Potency, µM (top dose mostly 46.1 µM), for the others: at the top dose re-replication activation, usual class: activators; 1.8% of 340,000 active; also: potency is read from the fitted curve at half-maximal effect; % of control where 0% means no effect; nearly all actives have a fitted effect of over 55% in size
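Cells (250 per well) received 23 nL compound or DMSO by pin tool and were kept 48 hr at 37 C, 5% CO2. Nuclei were then stained with Hoechst for 40 min and scanned for DNA content.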
* marks the source's active call; other numbers are inactive results; i = inactive; ? = inconclusive; . = no result given; & = joins results of further samples; [ ] = remark or other dose. Unless noted, calls follow the shape of the dose curve; as a rule, active = well fitted curve in the direction sought with a large enough effect; inconclusive = small, poorly fitted or top-dose-only effect, or another doubt; inactive = no such curve, though single readings can be large; an effect the other way counts as inactive or inconclusive.

(1) O=C(Cn1ccc2ccccc2c1=O)NCCC(=O)N1CCN(C(=O)c2ccco2)CC1
(2) COc1ccc(N2CCN(C(=O)CCC(=O)N3CCOc4ccc(Cl)cc43)CC2)cc1
(3) O=C(c1sccc1-c1ccccc1)N1CCN(S(=O)(=O)c2ccccc2)CC1
(4) CCOc1cc(N2CCOCC2)c(OCC)cc1NC(=O)COC(=O)c1ccc(OC)c([N+](=O)[O-])c1
(5) CCN1CCN(c2cc(C)c3cc(NC(=S)N4CC(C)CC(C)C4)ccc3n2)CC1 (stereo unspecified)
(6) Cn1c(=O)oc2cc(C(=O)c3ccccc3)ccc21
(7) O=C(Nc1cc(S(=O)(=O)N2CCOCC2)ccc1N1CCOCC1)c1cnccn1
(8) Cc1cc(C)c2c(=O)[nH]n(C3CCCCCC3)c2n1

Compound,1,2,3,4,5,6,7,8
IL1B secr inh,-6,-8,6,0,-89*,14,1,4
ATXN2 expr inh,1%,-18%,8%,-18%,-36%,6%,-7%,-5%[11.3 µM]
ATXN viability,i,?,i,i,?,i,i,i
KB-3-1 cytotox,0%,-14%,.,6%,-12%,-17%,-2%,-1%
HT1080NT lethal,-14%,-13%,-1%,11%,?,-5%,0%,-1%
MCF10A rerep,1%,12%,3%,3%,?,2%,5%,0%
HT1080 IDH1KD tx,8%,-8%,5%,17%,16µM*,0%,-2%,4%
HepG2 viability,1%,-14%,26%,-13%,-9%,-9%,-3%,0%
SW480 rereplic,-4%,-5%,-3%,-4%,?,-2%,-3%,4%

(9) O=C(C(=O)N1CCCN(Cc2ccc(F)cc2)CC1)c1ccccc1
(10) COC(=O)c1cc(C)sc1NC(=S)N1CCN(CCc2ccccc2)CC1
(11) Cc1onc(-c2ccccc2)c1C(=O)N/N=C/c1ccc(O)c([N+](=O)[O-])c1
(12) COc1ccc(C(=O)Nc2c(C)csc2C(=O)O)cc1
(13) CC(=O)c1ccc(Nc2nc(C(N)CC(C)C)cs2)cc1 (stereo unspecified)
(14) COC(=O)c1ccc(N2C(=O)Cc3cc(OC)c(OC)cc3C2c2ccc(F)cc2)cc1 (stereo unspecified)
(15) O=C(Nc1ccc2c(c1)OCO2)C1CC1(Cl)Cl (stereo unspecified)
(16) CCc1nc2c(OCC3CCCCC3)cccn2c1N(C=O)Cc1ccc(OC)cc1

Compound,9,10,11,12,13,14,15,16
IL1B secr inh,-3,-7,i,9,-17,.,0,-9
ATXN2 expr inh,.,-20%,-10%,?,-8%,-6%,13%,?
ATXN viability,.,i,?,?,?,i,i,?
KB-3-1 cytotox,-5%,-2%,-13%,10%,0%,6%,5%,-10%
HT1080NT lethal,1%,20%,-3%,14%,-13%,.,-4%[9.24 µM],?
MCF10A rerep,.,1%,7%,7%,.,.,4%,.
HT1080 IDH1KD tx,-5%,9%,0%,12%,-3%,.,-5%,?
HepG2 viability,.,2%,-3%,4%,-22%,-22%,7%,-14%
SW480 rereplic,.,-4%,-3%,-1%,.,.,-5%,.

Structures above printed as active in IL1B secr inh:
item | Structure | IL1B secr inh | SW480 rereplic
5 | CCN1CCN(c2cc(C)c3cc(NC(=S)N4CC(C)CC(C)C4)ccc3n2)CC1 (stereo unspecified) | -89* | ?

Remaining list, next part.
(17) CC(C)(C(=O)N1CCC1(C)C(=O)NS(=O)(=O)c1ccc(C#N)cc1)c1ccccc1 (stereo unspecified)
(18) CCC(=O)c1ccc(OCC(=O)OCC(=O)NCCC2=CCCCC2)cc1
(19) COc1cc(C(=O)NCCSc2ccc(F)cc2)cc(OC)c1OC
(20) CCCCCCSc1nc2c(c(=O)[nH]c(=O)n2C)n1C
(21) COC(=O)c1cc2sc(Cl)cc2n1CC(=O)Nc1cccc(SC)c1
(22) CC(C)(C)c1cc(Cc2ccccc2)[nH]n1
(23) CC1=C(C(=O)N(C(C)C)C(C)C)CC(CC(=O)NCc2cccs2)C(=O)N1CCCN1CCCC1=O (stereo unspecified)
(24) CC1CC(C)CN(S(=O)(=O)c2cccc3nsnc23)C1 (stereo unspecified)

Compound,17,18,19,20,21,22,23,24
IL1B secr inh,11,22,7,0,-7,10,-5,-19
ATXN2 expr inh,-1%,-10%,9%,6%,-19%,5%,13%,-3%
ATXN viability,i,i,i,i,i,i,i,i
KB-3-1 cytotox,0%,13%,8%,8%,3%,10%,0%,-16%
HT1080NT lethal,-10%,14%,1%,?,0%,5%,18%,-4%
MCF10A rerep,.,18%,-10%,2%,?,15%,.,-2%
HT1080 IDH1KD tx,-18%,6%,-2%,5%,-23%,11%,17%,0%
HepG2 viability,4%,14%,2%,1%,-10%,-18%,-3%,5%
SW480 rereplic,.,-31%,1%,-9%,?,-18%,.,2%

(25) O=S(=O)(c1ccccc1)N1CN(Cc2ccc(F)cc2)c2nc3ccccc3nc21
(26) Cc1ccc(NC(=O)Nc2cccc(C)n2)cc1
(27) CCOC(=O)C1=C(CSc2nc(CC)c(C)cc2C#N)OC(N)=C(C#N)C1c1ccc(OC)cc1 (stereo unspecified)
(28) COc1cccc(C(O)c2ncc(-c3ccccc3)[nH]2)c1 (stereo unspecified)
(29) CC1SCC(=O)N(CC(=O)Nc2ccc3c(c2)OCCO3)C1=O (stereo unspecified)
(30) CC(=O)C1=C(C)NC(=O)NC1/C=C/c1ccccc1 (stereo unspecified)
(31) COC(=O)C1(S(=O)(=O)c2ccc(C)cc2)CCOCC1
(32) CC(=O)c1ccc(-c2cnc3c(NC=O)cc(-c4ccc(S(C)(=O)=O)cc4)cn23)cc1

Compound,25,26,27,28,29,30,31,32
IL1B secr inh,?,15,5,18,12,1,28,-4
ATXN2 expr inh,1%,70%[activator],8%,24%,-14%,.,-2%,-5%
ATXN viability,i,i,i,i,?,i,i,?
KB-3-1 cytotox,2%,-4%&10%,-8%,1%,-3%,-2%,0%,-9%
HT1080NT lethal,9%,0%,-1%,15%,14%,-1%,20%,?
MCF10A rerep,22%,-2%,?,.,-2%,-3%,-10%,.
HT1080 IDH1KD tx,-29%,-5%,7%,7%,0%,-2%,20%,6.5µM*
HepG2 viability,15%,-4%&-25%,-3%,5%,6%,-4%,-12%,-2%
SW480 rereplic,-45%[inhibitor],3%,?,.,-10%,22%,-11%,.

Reformatted: results already given.
Values run as follows: IL1B secr inh, ATXN2 expr inh, ATXN viability, KB-3-1 cytotox, HT1080NT lethal, MCF10A rerep, HT1080 IDH1KD tx, HepG2 viability, SW480 rereplic
25: O=S(=O)(c1ccccc1)N1CN(Cc2ccc(F)cc2)c2nc3ccccc3nc21
 : ?, 1%, i, 2%, 9%, 22%, -29%, 15%, -45%[inhibitor]
26: Cc1ccc(NC(=O)Nc2cccc(C)n2)cc1
 : 15, 70%[activator], i, -4%&10%, 0%, -2%, -5%, -4%&-25%, 3%
27: CCOC(=O)C1=C(CSc2nc(CC)c(C)cc2C#N)OC(N)=C(C#N)C1c1ccc(OC)cc1 (stereo unspecified)
 : 5, 8%, i, -8%, -1%, ?, 7%, -3%, ?
28: COc1cccc(C(O)c2ncc(-c3ccccc3)[nH]2)c1 (stereo unspecified)
 : 18, 24%, i, 1%, 15%, ., 7%, 5%, .

New compounds follow
(33) C[C@H](NC(=O)[C@@H]1CSC2c3ccccc3C(=O)N21)C(=O)NC1CCCCC1 (stereo partly specified)
(34) CCOc1ccc(NC(=O)CCN2C(=O)c3ccccc3C2=O)cc1
(35) COc1ccc2c3c([nH]c2c1)C(C)N(C(C)=O)CC3 (stereo unspecified)
(36) CC1(C)c2ssc(=S)c2-c2ccccc2N1C(=O)c1ccco1
(37) CC[C@H](C)Cc1cn([C@@H](CCCN=C(N)N)C(=O)NCCCCCCCCCCC(=O)N2CCNCC2)nn1
(38) COCCN(C(=O)COC(=O)/C=C/c1ccc2ccccc2n1)c1c(N)n(Cc2ccccc2)c(=O)[nH]c1=O
(39) Cc1sc2nc(CN3CCOCC3)nc(NS(=O)(=O)c3cc(Cl)ccc3Cl)c2c1C
(40) CCn1c(C)c(CCC(=O)O)c(=O)n2nc(-c3ccccc3OC)cc12

Compound,33,34,35,36,37,38,39,40
IL1B secr inh,1,-1,9,0,-10,0,46,17
ATXN2 expr inh,-8%,-11%,.,-13%,-8%,-17%,0%,-3%
ATXN viability,i,i,i,i,i,i,i,i
KB-3-1 cytotox,23%,-1%,0%,-18%,-10%,?,13%,-2%
HT1080NT lethal,0%,23%,19%,-3%,-2%,-28%,-4%,1%
MCF10A rerep,0%,-4%,14%,-1%,6%,12%,8%,-1%
HT1080 IDH1KD tx,-7%,18%,14%,-1%,-5%,?,-1%,-1%
HepG2 viability,1%,0%,0%,-16%,-12%,-21%,-8%,9%
SW480 rereplic,?,?,-12%,?,1%,?,-5%,1%

Values by screen from the list.
IL1B secr inh for entries 12 to 17 → 9, -17, ., 0, -9, 11

Next section
(41) CCOC(=O)CC1C(=O)NCCN1C(=O)Nc1ccccc1 (stereo unspecified)
(42) Cc1cc(C)c(C(=O)/C=C/c2cccs2)c(=O)[nH]1
(43) COc1ccc(CSCC(=O)Nc2ccccc2)cc1[N+](=O)[O-]
(44) COc1ccccc1Nc1nnc(SCC(=O)Nc2nc(-c3ccc(F)cc3)cs2)s1
(45) Cc1ccc(S(=O)(=O)NNC(=O)NC23CC4CC(CC(C4)C2)C3)cc1
(46) CCCCNc1c(NC(C)=O)c(=O)oc2ccccc12
(47) COc1ccc(NC(=O)CNc2cccc(C#N)c2)cc1Cl

Compound,41,42,43,44,45,46,47
IL1B secr inh,19,-73*,27,93,9,0,?
ATXN2 expr inh,4%,-9%,0%,.,18%,-17%,4%
ATXN viability,i,i,i,?,i,i,i
KB-3-1 cytotox,6%,2%,7%,0%,-11%,-3%,-4%
HT1080NT lethal,6%,-1%,-3%,23µM*,-1%,11%,0%
MCF10A rerep,1%,?,12%,66%,9%,-3%,3%
HT1080 IDH1KD tx,8%,-9%,-4%,?,-9%,12%,-4%
HepG2 viability,8%,-13%,-1%,-49%,-2%,6%,-12%
SW480 rereplic,2%,-41%[inhibitor],-1%,?,-3%,-4%,-10%
